OPRM1-OPRD1 inv: inverse agonists of MOR-DOR heterodimerization, primary screen, cell-based, luminescence; Mu-type opioid receptor (Homo sapiens) + Delta-type opioid receptor (Homo sapiens), …; inhibition, % at 9.3 µM; hit rate 0.21% among 340,000; cell-based MOR-DOR heterodimer luminescence, inverse agonism; in the data active = inhibition above about 22%, passing the limit was not always enough;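 also: 0% = cells with DMSO and 100% = wells without cells with DMSO; values of inactives mirror those of a sister screen read the other way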
AddAB inh: growth inhibition of E. coli expressing H. pylori AddAB, primary screen, AddAB inhibitor project, absorbance | inhibition, % at 11.9 µM | hit rate 0.29% among 330,000 | AID 435030, 2010; in the data active = inhibition above about 12%;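 also: 0% = vehicle wells of infected cells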
DSG3 Ab inh: inhibitors of pemphigus antibody binding to DSG3, primary screen, biochemical, bead-based, flow cytometry, scFv-GFP; DSG3-coupled beads, scFv-anti-DSG3-GFP binding; active compounds read low; hit rate 0.48% among 310,000; binding (percent of control), % at 10 µM;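 active = binding more than 3 SD below its plate's average and above zero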;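 also: hits lower antibody fragment binding to DSG3; some compounds called inactive have numbers as strong as hits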
phage Ecoli inh: growth loss of phage-infected E. coli, primary screen, RecBCD inhibitor project, absorbance, with phage, HTS; hit rate 0.26% among 360,000; inhibition, % at 11.9 µM; in the data active = inhibition above about 11%
PfHsp90 set2: growth inhibition of PfHsp90-expressing yeast, primary screen, antimalarial PfHsp90 inhibitor project, S. cerevisiae, BacTiter-Glo luminescence, single point, set 2. BacTiter-Glo ATP, 48 h; yeast lacking PDR1 and PDR3 efflux regulators. inhibition, % at 9.4 µM. hit rate 0.32% among 310,000. AID 504621, 2011;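 active = every replicate shows inhibition above about 80%, whatever the replicate mean, limit read from the data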;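 also: 0% = DMSO neutral controls and 100% = 20 µM radicicol positive controls; yeast relying on Plasmodium falciparum Hsp90 in place of its own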
OPRM1-OPRD1 ag: agonists of OPRM1-OPRD1 heterodimerization, primary screen, cell-based, luminescence | Mu-type opioid receptor (Homo sapiens) + Delta-type opioid receptor (Homo sapiens), … | cells | activation, % at 9.3 µM | hit rate 0.3% among 340,000; in the data active = activation above about 18%;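 also: 0% = vehicle-treated cells and 100% = reference agonist; values of inactives mirror those of a sister screen read the other way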
HTR5A inv ctr: HTR5A inverse agonists in luminescence cell assay, primary screen, counter-screen for OPRM1-OPRD1 heterodimer inverse agonist project, full-deck HTS. hit rate 0.083% among 340,000. HTR5A cell line, inverse agonism. inhibition, % at 9.3 µM. AID 504634, 2011. 5-hydroxytryptamine receptor 5A (Homo sapiens), P47898; in the data active = inhibition mostly above about 23%, no sharp cut-off; inactive = mostly below about 18%;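 also: 0% = cells with DMSO and 100% = no-cell wells with DMSO; some compounds called inactive have numbers as strong as hits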
Target sequence (P47898 whole entry, looked up): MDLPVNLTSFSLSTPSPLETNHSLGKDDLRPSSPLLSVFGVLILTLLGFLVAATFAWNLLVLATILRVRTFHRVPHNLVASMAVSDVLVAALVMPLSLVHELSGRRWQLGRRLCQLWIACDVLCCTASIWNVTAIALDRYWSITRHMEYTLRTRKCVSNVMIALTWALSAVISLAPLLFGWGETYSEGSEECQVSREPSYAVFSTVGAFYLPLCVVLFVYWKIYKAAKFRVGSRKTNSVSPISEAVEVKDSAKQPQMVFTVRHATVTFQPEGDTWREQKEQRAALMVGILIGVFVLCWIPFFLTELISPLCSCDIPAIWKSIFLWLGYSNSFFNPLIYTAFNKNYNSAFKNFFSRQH
E coli growth: E. coli V3065 growth inhibition, primary screen, counter-screen for AddAB inhibitor project, absorbance, OD600; 18 h; AID 449728, 2010; inhibition, % at 11.9 µM; hit rate 0.27% among 330,000;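 active = inhibition above the campaign's mean inhibition across all tested compounds plus 3 SD, cut at about 9.9% in these data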;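 also: uninfected addAB+ strain grown without phage in ampicillin broth; 0% = DMSO wells and 100% = ciprofloxacin 0.95 µg/ml wells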
Mot1-301 SUMO: yeast Mot1-301 growth rescue at high temperature, primary screen, SUMOylation pathway inhibitor project, S. cerevisiae, ATP luminescence, 38.5C | S. cerevisiae Mot1-301 growth rescue; percent above DMSO median, 100 means doubled | growth rescue, % at 18.8 µM | hit rate 1% among 320,000 | AID 2716, 2010;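 active = every valid replicate shows activation above 250% relative to neutral control wells; inactive = the rest, any valid replicate at or below 250%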;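 also: OY570 slx delta 5 strain wells were the positive control but not used for scaling; some compounds called inactive have numbers as strong as hits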
PKA-R1A activ: activators of PKA-R1A holoenzyme, primary screen, biochemical, fluorescence polarization, Cy5-IP20, bovine R1A, mouse PKAc; activation, % at 11.4 µM; cAMP-dependent protein kinase type I-alpha regulatory subunit (Bos taurus) + …; PKA-R1A dissociation; scaled: DMSO 0%, 113 µM cGMP 100%; hit rate 0.083% among 340,000;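 active = percent activation above the mean of all tested compounds plus 3 SD, cut at about 19% in these data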;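 also: higher means more PKAc released from R1A so a rise in polarization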
HTR5A ag: HTR5A agonists in luminescence cell assay, primary screen, counter-screen for OPRM1-OPRD1 heterodimer agonist project, full-deck HTS; hit rate 0.61% among 340,000; cell-based; 5-hydroxytryptamine receptor 5A (Homo sapiens), P47898; activation, % at 9.3 µM; AID 504692, 2011; in the data active = activation mostly above about 9.5%, no sharp cut-off; inactive = mostly below about 7.6%;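 also: 0% = cells with vehicle only and 100% = reference agonist; strong numbers were not always called active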
Numbers without * were called inactive.

What do the screens show for `COc1ccccc1NC(=O)N1CCN(c2cccc(C(F)(F)F)c2)CC1`?
OPRM1-OPRD1 inv: -2; AddAB inh: -0.3; DSG3 Ab inh: 122; phage Ecoli inh: 3.6; OPRM1-OPRD1 ag: 0.3; HTR5A inv ctr: -26; E coli growth: -1.4; Mot1-301 SUMO: 5; PKA-R1A activ: -10; HTR5A ag: 10

How did O=C(C[C@H]1C/C=C\CCCCC(=O)OC[C@H]2CCCN2C1=O)N[C@H](CO)Cc1ccccc1 do in these assays?
OPRM1-OPRD1 inv: 2; AddAB inh: -0.4; DSG3 Ab inh: 103; phage Ecoli inh: 0.6; PfHsp90 set2: -8; OPRM1-OPRD1 ag: -0.3; HTR5A inv ctr: 0; E coli growth: -1.4; Mot1-301 SUMO: -18; PKA-R1A activ: 1; HTR5A ag: 2

What do the screens show for `O=C(CCn1c(=O)[nH]c2ccccc2c1=O)Nc1ccccc1`?
OPRM1-OPRD1 inv: 16; AddAB inh: 5.0; phage Ecoli inh: 4.8; PfHsp90 set2: -13; OPRM1-OPRD1 ag: -2.6; HTR5A inv ctr: -1; E coli growth: -0.5; Mot1-301 SUMO: 3; PKA-R1A activ: 2; HTR5A ag: 4

How did O=C(NCCN1CCOCC1)/C(=C\c1ccccc1Cl)NC(=O)c1ccccc1 do in these assays?
OPRM1-OPRD1 inv: 15; AddAB inh: 4.8; DSG3 Ab inh: 103; phage Ecoli inh: 1.4; PfHsp90 set2: -1; OPRM1-OPRD1 ag: -2.9; HTR5A inv ctr: -26; E coli growth: -0.4; Mot1-301 SUMO: 8; PKA-R1A activ: -9; HTR5A ag: -3

What do the screens show for `COc1ccc(CCNC(=O)C(=O)NCc2ccc(C(C)C)cc2)cc1OC`?
OPRM1-OPRD1 inv: -53; AddAB inh: 0.2; DSG3 Ab inh: 98; phage Ecoli inh: 3.9; PfHsp90 set2: -16; OPRM1-OPRD1 ag: 10; HTR5A inv ctr: 3; E coli growth: -1.7; Mot1-301 SUMO: -4; PKA-R1A activ: 2; HTR5A ag: -1

Results for Cc1nc(SCC(=O)N2CCCc3ccccc32)c2oc3ccccc3c2n1 ?
OPRM1-OPRD1 inv: 14; AddAB inh: -0.1; DSG3 Ab inh: 99; phage Ecoli inh: 0.4; PfHsp90 set2: -23; OPRM1-OPRD1 ag: -2.5; HTR5A inv ctr: 11; E coli growth: -3.2; Mot1-301 SUMO: 0; PKA-R1A activ: -8; HTR5A ag: 2

What do the screens show for `CC1CCCN(C(=O)COC(=O)c2cc([N+](=O)[O-])ccc2N2CCOCC2)C1` (centres undefined)?
OPRM1-OPRD1 inv: 8; AddAB inh: -1.4; DSG3 Ab inh: 102; phage Ecoli inh: 3.2; PfHsp90 set2: 15; OPRM1-OPRD1 ag: -1.2; HTR5A inv ctr: 4; E coli growth: 1.6; Mot1-301 SUMO: -1; PKA-R1A activ: -14; HTR5A ag: -2

How did Cc1onc(-c2c(F)cccc2Cl)c1C(=O)Nc1ccccc1N1CCOCC1 do in these assays?
OPRM1-OPRD1 inv: 7; AddAB inh: -1.6; DSG3 Ab inh: 107; phage Ecoli inh: 1.9; PfHsp90 set2: -1; OPRM1-OPRD1 ag: -1.3; HTR5A inv ctr: -26; E coli growth: 1.6; Mot1-301 SUMO: 4; PKA-R1A activ: 5; HTR5A ag: 5

How did O=C(Nc1cc(Cl)cc(Cl)c1)c1ccc(Cn2c(=O)[nH]c3ccsc3c2=O)cc1 do in these assays?
OPRM1-OPRD1 inv: -134; AddAB inh: -1.0; DSG3 Ab inh: 103; PfHsp90 set2: -9; OPRM1-OPRD1 ag: 25*; HTR5A inv ctr: -11; E coli growth: -2.5; Mot1-301 SUMO: -13; PKA-R1A activ: -2; HTR5A ag: -3

How did COc1ccc(CNc2ncnc3c2[nH]c2ccccc23)cc1 do in these assays?
AddAB inh: 7.8; DSG3 Ab inh: 100; phage Ecoli inh: 8.4; E coli growth: 7.8; Mot1-301 SUMO: 11

Results for Cc1ccc(/C=C/C(=O)O)cc1S(=O)(=O)N1CCC(Cc2ccccc2)CC1 ?
OPRM1-OPRD1 inv: 9; AddAB inh: 2.5; DSG3 Ab inh: 95; phage Ecoli inh: 1.4; PfHsp90 set2: -3; OPRM1-OPRD1 ag: -1.7; HTR5A inv ctr: 0; E coli growth: 1.8; Mot1-301 SUMO: -1; PKA-R1A activ: -2; HTR5A ag: 0

How did CCOC(=O)c1c(C)[nH]c(C(=O)COC(=O)COc2ccccc2C)c1C do in these assays?
OPRM1-OPRD1 inv: -5; AddAB inh: -1.1; DSG3 Ab inh: 106; phage Ecoli inh: 2.7; PfHsp90 set2: 8; OPRM1-OPRD1 ag: 0.9; HTR5A inv ctr: -2; E coli growth: 0.1; Mot1-301 SUMO: -5; PKA-R1A activ: 0; HTR5A ag: 1

What do the screens show for `Cc1ccc(C(=O)N/C(=C/c2ccc(Cl)cc2)C(=O)NCC2CCCO2)cc1` (centres undefined)?
OPRM1-OPRD1 inv: 5; AddAB inh: 0.7; DSG3 Ab inh: 101; phage Ecoli inh: 0.4; PfHsp90 set2: -3; OPRM1-OPRD1 ag: -0.9; HTR5A inv ctr: 2; E coli growth: -0.8; Mot1-301 SUMO: -21; PKA-R1A activ: -2; HTR5A ag: 2

What do the screens show for `COC(=O)CCC(=O)OC1(C)C(=O)C=C2C=C(C3CC3)N(c3ccccc3)C=C2C1=O` (centres undefined)?
OPRM1-OPRD1 inv: -26; AddAB inh: -3.4; DSG3 Ab inh: 100; phage Ecoli inh: 0.5; PfHsp90 set2: -11; OPRM1-OPRD1 ag: 4.7; HTR5A inv ctr: 10; E coli growth: -1.4; Mot1-301 SUMO: 18; PKA-R1A activ: -2; HTR5A ag: 5

What do the screens show for `Cc1cc(C)cc(NC(=O)CCOc2ccccc2)c1`?
OPRM1-OPRD1 inv: -5; AddAB inh: 0.2; DSG3 Ab inh: 108; phage Ecoli inh: 0.2; PfHsp90 set2: 36; OPRM1-OPRD1 ag: 1.0; HTR5A inv ctr: -5; E coli growth: -1.5; Mot1-301 SUMO: -1; PKA-R1A activ: -12; HTR5A ag: 1

How did CC(c1ccccc1)c1nnc(N)s1 (centres undefined) do in these assays?
OPRM1-OPRD1 inv: 2; AddAB inh: -1.3; DSG3 Ab inh: 98; phage Ecoli inh: 3.4; PfHsp90 set2: 11; OPRM1-OPRD1 ag: -0.5; HTR5A inv ctr: 13; E coli growth: 1.4; Mot1-301 SUMO: 0; PKA-R1A activ: -9; HTR5A ag: 0

How did COCCn1c(COc2cccc(OC)c2)nnc1SCC(=O)N1CCOCC1 do in these assays?
OPRM1-OPRD1 inv: 7; AddAB inh: 0.8; DSG3 Ab inh: 100; phage Ecoli inh: 0.2; PfHsp90 set2: 11; OPRM1-OPRD1 ag: -1.3; HTR5A inv ctr: -10; E coli growth: 2.0; Mot1-301 SUMO: 10; PKA-R1A activ: -8; HTR5A ag: 2

Results for Clc1ccccc1-c1nnc2sc(-c3ccc(Br)o3)nn12 ?
OPRM1-OPRD1 inv: 14; AddAB inh: -1.1; DSG3 Ab inh: 99; phage Ecoli inh: 2.4; PfHsp90 set2: -12; OPRM1-OPRD1 ag: -2.2; HTR5A inv ctr: 8; E coli growth: 0.8; Mot1-301 SUMO: 227; PKA-R1A activ: -6; HTR5A ag: -5

How did CC(=O)N(CCN(C(C)=O)c1ccccc1)c1ccccc1 do in these assays?
OPRM1-OPRD1 inv: 4; AddAB inh: 0.8; DSG3 Ab inh: 104; phage Ecoli inh: 1.9; PfHsp90 set2: -15; OPRM1-OPRD1 ag: -0.8; HTR5A inv ctr: 5; E coli growth: -1.1; Mot1-301 SUMO: 168; PKA-R1A activ: -9; HTR5A ag: -3

How did O=C(NCCc1ccccc1)c1ccc2c(c1)OCCO2 do in these assays?
OPRM1-OPRD1 inv: 12; AddAB inh: 3.7; phage Ecoli inh: 0.6; PfHsp90 set2: 10; OPRM1-OPRD1 ag: -2.2; HTR5A inv ctr: -5; E coli growth: 1.9; Mot1-301 SUMO: inactive; PKA-R1A activ: 2; HTR5A ag: 2

What do the screens show for `COc1ccc(/C=C/C(=O)Oc2cc(C)[nH]c(=O)c2[N+](=O)[O-])cc1OC`?
OPRM1-OPRD1 inv: 11; AddAB inh: 4.2; DSG3 Ab inh: 113; phage Ecoli inh: 3.7; PfHsp90 set2: 23; OPRM1-OPRD1 ag: -2.4; HTR5A inv ctr: -13; E coli growth: 2.9; Mot1-301 SUMO: 2; PKA-R1A activ: 7; HTR5A ag: -1

What do the screens show for `O=C(CN(Cc1ccccc1F)C(=O)Cn1nnc(-c2cccs2)n1)NCC1CCCO1` (centres undefined)?
OPRM1-OPRD1 inv: -6; AddAB inh: 2.3; DSG3 Ab inh: 92; phage Ecoli inh: 2.0; OPRM1-OPRD1 ag: 1.0; HTR5A inv ctr: -12; E coli growth: 1.4; Mot1-301 SUMO: -6; PKA-R1A activ: -7; HTR5A ag: 5

What do the screens show for `c1csc(-c2nc(-c3ccc(-c4ccon4)s3)no2)c1`?
OPRM1-OPRD1 inv: -16; AddAB inh: 1.4; DSG3 Ab inh: 120; phage Ecoli inh: 2.1; PfHsp90 set2: -4; OPRM1-OPRD1 ag: 3.0; HTR5A inv ctr: 4; E coli growth: -2.0; Mot1-301 SUMO: 17; PKA-R1A activ: -6; HTR5A ag: 4

What do the screens show for `Cc1cc(NC(=O)c2cccs2)cc(-c2nc3ncccc3o2)c1O`?
OPRM1-OPRD1 inv: 7; AddAB inh: -1.0; DSG3 Ab inh: 100; phage Ecoli inh: 1.4; PfHsp90 set2: 5; OPRM1-OPRD1 ag: -1.5; HTR5A inv ctr: -13; E coli growth: 0.1; Mot1-301 SUMO: 1; PKA-R1A activ: 3; HTR5A ag: 6

Already shown: entries from further up.
How did O=C(NCCc1ccccc1)c1ccc2c(c1)OCCO2 do in these assays?
OPRM1-OPRD1 inv: 12; AddAB inh: 3.7; phage Ecoli inh: 0.6; PfHsp90 set2: 10; OPRM1-OPRD1 ag: -2.2; HTR5A inv ctr: -5; E coli growth: 1.9; Mot1-301 SUMO: inactive; PKA-R1A activ: 2; HTR5A ag: 2

What do the screens show for `COc1ccc(/C=C/C(=O)Oc2cc(C)[nH]c(=O)c2[N+](=O)[O-])cc1OC`?
OPRM1-OPRD1 inv: 11; AddAB inh: 4.2; DSG3 Ab inh: 113; phage Ecoli inh: 3.7; PfHsp90 set2: 23; OPRM1-OPRD1 ag: -2.4; HTR5A inv ctr: -13; E coli growth: 2.9; Mot1-301 SUMO: 2; PKA-R1A activ: 7; HTR5A ag: -1

Compound activity deposited in PubChem by several laboratories.
